Shiga toxin inh: inhibitors of Shiga toxin in Vero cells | Vero cells, Shiga toxin protein synthesis inhibition reporter | inhibition, % at 38.7 µM | 290,000 tested, 9.2% active; in the data active means inhibition mostly above about 28%, no sharp cut-off; inactive means mostly below about 43%; further: 0% is about no effect
Tb PYK inh: T. brucei pyruvate kinase inhibition; Q57TT1; TbPYK enzyme, Kinase-Glo Plus ATP luminescence, 45 min; Potency, µM (doses to about 76.8 µM), for the others: top-dose activity, negative = inhibition, most hits filed as inhibitors; 410,000 tested, 0.12% active; further: potency means the concentration at half of the fitted maximal effect; on the % scale 0 is the no-effect control and ±100 the full control effect; nearly all actives have a fitted effect of over 50% in size
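Assay buffer: 50 mM TEA pH 7.2, 100 mM KCl, 10 mM MgCl2, 0.05% BSA, 0.01% Tween-20. Pyruvate kinase from T. brucei plus substrate met compound, then ADP (130 uM final). Luminescence was read post 45 min RT.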
Pf growth 48h: inhibits P. falciparum growth in the first generation, 48 h; 310,000 tested, 5.9% active; P. falciparum luciferase growth in erythrocytes, 48 h; AID 504832; Potency, µM (titrated, usually from 28.7 µM), for the others: at the top dose activity change, negative = inhibition, actives largely listed as inhibitors; further: potency means the concentration at half of the fitted maximal effect; on the % scale 0 is the no-effect control and ±100 the full control effect
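Cell-based growth assay: transgenic P. falciparum expressing firefly luciferase, cultured in red cells within RPMI 1640 containing 0.5% w/v Albumax, 24 mM bicarbonate and gentamycin. A drop in luciferase activity indicates inhibition.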
CHX counter: counter-screen for Shiga toxin inhibitors: cycloheximide protein synthesis inhibition; cell reporter, cycloheximide protein synthesis inhibition counterscreen; max response, %; 300,000 tested, 12% active; AID 2314; in the data active means max response mostly above about 13%, no sharp cut-off; inactive means mostly below about 14%; further: read at 38.3 µM for the half of the compounds with a filed dose; 0% is about no effect
HCV inhibitor: HCV inhibition; Huh7.5.1 HCVcc-Cre infection, luciferase reporter, 44 h; 340,000 tested, 3.4% active; Potency, µM (highest dose often 41.8 µM), without a hit: at the top dose activity change, negative = inhibition, hits mostly inhibitors; AID 651820; further: potency means the concentration at half of the fitted maximal effect; on the % scale 0 is the no-effect control and ±100 the full control effect
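Compounds are dispensed onto cells plated 4 h earlier at 1,000 per well, with HCVcc-Cre virus (about 0.5 moi) added next. Following 44 h of culture, luminescent signal is measured for 15 sec after 15 min with substrate at room temperature.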
LmPK inhibitor: blocks Leishmania mexicana pyruvate kinase activity. purified LmPK, Kinase-Glo ATP luminescence, 1 h. Potency, µM (doses to about 57.5 µM), without a hit: at the highest dose activity change, negative = inhibition, actives largely listed as inhibitors. 290,000 tested, 0.37% active; further: potency means the concentration at half of the fitted maximal effect; on the % scale 0 is the no-effect control and ±100 the full control effect
Target sequence (Q27686 whole entry, looked up): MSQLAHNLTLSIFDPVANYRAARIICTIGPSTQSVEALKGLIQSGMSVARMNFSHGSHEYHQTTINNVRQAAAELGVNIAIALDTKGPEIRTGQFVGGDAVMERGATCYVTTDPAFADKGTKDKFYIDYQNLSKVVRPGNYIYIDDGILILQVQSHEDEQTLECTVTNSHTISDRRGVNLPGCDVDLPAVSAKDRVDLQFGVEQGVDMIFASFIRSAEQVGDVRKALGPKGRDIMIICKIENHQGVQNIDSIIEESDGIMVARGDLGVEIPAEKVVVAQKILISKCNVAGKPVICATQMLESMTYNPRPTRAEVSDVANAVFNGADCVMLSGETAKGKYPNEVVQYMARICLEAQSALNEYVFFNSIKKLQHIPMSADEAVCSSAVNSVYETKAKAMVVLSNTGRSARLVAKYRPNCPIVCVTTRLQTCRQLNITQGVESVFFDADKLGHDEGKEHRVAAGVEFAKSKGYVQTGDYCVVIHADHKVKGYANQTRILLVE
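Purified LmPK (0.1 nM) with 0.5 mM PEP and 0.1 mM ADP in imidazole buffer pH 7.2 with MgCl2/KCl, 1 h at room temperature. ATP formed was read by luciferase luminescence and normalized to no-enzyme and uninhibited controls.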
Pf growth 96h: P. falciparum growth inhibition at 96 hours; P. falciparum luciferase reporter growth, 96 h; Potency, µM (series often up to 28.7 µM), inactives show at the highest dose activity change, negative = inhibition, most hits filed as inhibitors; 320,000 tested, 6.9% active; AID 504834; further: potency means the concentration at half of the fitted maximal effect; on the % scale 0 is the no-effect control and ±100 the full control effect
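Luminescence readout: decreased luciferase signal marks inhibited growth of reporter-expressing P. falciparum in infected red cells (2% hematocrit, 0.05% parasitemia final), exposed to compound two generations (96 h, 37 C, 5% CO2).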
Active calls of the source: *; ? = inconclusive; nt = no result given; & = joins results of further samples; [ ] = another dose, or the depositor's remark. Unless noted, the call rests on the fitted dose curve; in most records, active means well fitted curve in the direction sought with a large enough effect; inconclusive means small, poorly fitted or top-dose-only effect, or another doubt; inactive means no such curve, though single readings can be large; an effect the other way counts as inactive or inconclusive.

SMILES	Shiga toxin inh	Tb PYK inh	Pf growth 48h	CHX counter	HCV inhibitor	LmPK inhibitor	Pf growth 96h
COCCNC(=O)/C(C#N)=C/c1cc(C)n(C2CCCCC2)c1C	69*	0%	73%[activator]	28*	-24%	1%	0%
Cc1cc(C(=O)NC(=S)Nc2ccccc2N2CCOCC2)ccc1[N+](=O)[O-]	1	-1%	?	-4	11%	-3%	62%[activator]
CC(C)(C)c1ccc(C(=O)Nc2ccc(C(=O)NCc3cccnc3)cc2)cc1	21	1%	6.6µM*	11	?	-1%	-1%
C=CCOc1ccc(/C(CC)=N/O)c(OC)c1	27	-7%	8%	13*	?	-10%	nt
FC(F)(F)c1ccc(Cl)c(NC(=S)NC2CC2)c1	-11	2%	6%	-2	-1%	-13%	-1%
CCCCC1(CCCC)NC(=S)N(Nc2ccc(C)cc2)C1=O	-4	-13%	nt	-4	3%	6%	?
Cc1cc(C)nc(SCC(=O)Nc2ncc3c(n2)CCCC3=O)n1	-4	-6%	22%	-3	1%	-6%	nt
CC(=O)O[C@H]1C[C@@]2(C)[C@H](C[C@@H](O)[C@H]3[C@@]4(C)CC[C@@H](O)[C@@H](C)[C@H]4CC[C@@]32C)C1=C(CCC=C(C)C)C(=O)O	nt	-2%	-6%	nt	nt	nt	?
O=C(Cn1ncc(N2CCOCC2)c(Cl)c1=O)c1ccc(Cl)cc1	18	3%	37%[activator]	18	13%	0%	95%[activator]
Cc1ccccc1CC(=O)NCCN1CCCCC1	-6	-8%	14%	-3	16%	3%	-9%
Cc1ccccc1NC(=O)c1cnn(-c2ccccc2)c1NC(=O)c1ccco1	13	-4%	11%	-3	13%	1%	nt
COCCNC(=O)CN(CCc1ccccc1)S(=O)(=O)c1ccc(Br)cc1	nt	-3%	-6%	-3	-14%	10%	-13%
CCN(CC)c1ccc(Nc2cc3n(c(=O)n2)CCc2cc(OC)c(OC)cc2-3)cc1	3	-21%	?	10	?	0%	10µM*
Cc1ccc(Nc2ncnc3sccc23)c(C)c1	62*	-4%	23%	15*	2%	0%	53%[activator]
O=C(N/N=C/c1cc(Br)cc(Br)c1O)c1ccncc1	-7	17%	9.3µM*	-1	?	5%	16%
O=C(NCc1ccco1)c1cc(-c2ccccc2)nc2ccccc12	53	-4%	?	24*	?	3%	121%[activator]
Cc1c(NC(=O)OCCNC(=O)COc2ccc(Cl)cc2Cl)sc(=S)n1C	-9	-3%	-16%	2	?	3%	?
COC(=O)c1ccc(CN2CCN(C3CCCC3)C(CCO)C2)cc1 (stereo unspecified)	-4	-2%	-10%	-2	9%	6%	13%
COC(=O)COc1ccc(S(=O)(=O)N2CCN(c3ccccc3F)CC2)cc1C	-8	-1%	10%	-1	9%	0%	nt
Cc1ccc(OCC(O)CNC(=O)c2ccccc2C(=O)O)cc1 (stereo unspecified)	33	-1%	38%[activator]	18*	5%	2%	45%[activator]
N#Cc1c(NC(=O)/C=C/C(=O)O)sc2c1CCN(Cc1ccccc1)C2	16	-1%	-29%	3	-26%	-7%	10µM*
Cc1cccc(OCC(=O)Nc2ccc(N3CCN(C(=O)c4ccccc4)CC3)cc2)c1C	-5	-10%	22%	-2	?	-1%	1%
Cc1onc(-c2ccccc2)c1C(=O)Nc1nnc(C(C)(C)C)s1	-3	-3%	40%	-2	20%	3%	4%
Cc1ccc(-c2noc(CCC(N)=O)n2)cc1	30	10%	32%[activator]	16*	9%	-6%	-2%
Cc1cc(Oc2ccc(N)cn2)ccc1Cl	35	0%	24%	13	?	8%	3%
C=CCOc1ccc(C2NC(=S)NC(C)=C2C(=O)c2ccccc2)cc1OC (stereo unspecified)	-3	0%	-13%	-1	?	0%	?
C/C(=C\c1ccc(F)cc1)C(=O)c1c(C)cc(C)[nH]c1=O	-10	5%	-7%	-2	3%	-6%	20%
Cc1ccc(NC(=O)C(C)Oc2ccccc2)cc1S(=O)(=O)N1CCCCCC1 (stereo unspecified)	nt	-9%	6.6µM*	nt	?	nt	?
O=C1NC2=C(CCc3ccccc32)C(c2ccc(Br)cc2)N1 (stereo unspecified)	28	-11%	nt	13	0%	-1%	-21%
Cc1cccc(NC(=O)Cn2cc(C(=O)C3CC3)c3ccccc32)c1	-6	-4%	9%	7	-10%	7%	40%[activator]
Cc1cc(N2CCN(C)CC2)nc2ccc(NC(=O)CCC(=O)NCCC(C)C)cc12	20	-1%	42%[activator]	13	1%	4%	?
Cc1ccc(O)c(C=Nc2ccc3[nH]ncc3c2)c1	-6	-10%	16%	-1	11%	-10%	?
CCOc1cc(C(=O)OCC(=O)c2c(N)n(C)c(=O)n(C)c2=O)cc(OCC)c1OCC	23	10%	nt	7	?	4%	?
CSc1ccccc1NC(=S)Nc1ccc(S(N)(=O)=O)cc1	-20	6%	-10%	-8	5%	16%	30%
C=CCN(c1ccccc1)S(=O)(=O)c1cccc(C(=O)NC2CCN(Cc3ccccc3)CC2)c1	nt	-9%	10µM*	nt	14µM*	nt	12µM*
Cc1c(Nc2ncccc2C(=O)O)cccc1C(F)(F)F	nt	-2%	3%	nt	26%	nt	61%[activator]
CCNC(=O)[C@@H]1CCCN1C(=O)[C@H](CCCN=C(N)N)NC(=O)[C@H](CC(C)C)NC(=O)[C@@H](Cc1c[nH]c2ccccc12)NC(=O)[C@H](Cc1ccc(O)cc1)NC(=O)[C@H](CO)NC(=O)[C@H](Cc1c[nH]c2ccccc12)NC(=O)[C@H](Cc1cnc[nH]1)NC(=O)[C@@H]1CCC(=O)N1	nt	-1%	1.3µM*	nt	nt	nt	1.5µM*
Cc1ncoc1C(=O)N1CCCC(C(=O)c2cccc(OC(C)C)c2)C1 (stereo unspecified)	1	-2%	-4%	7	5%	7%	9%
Nc1nc(SCC(=O)Nc2ccc(Oc3ccccc3)cc2)n[nH]1	29	-3%	13%	8	-24%	5%	?
O=C(Nc1ccccc1C(=O)O)c1cncc(Br)c1	-12	nt	6%	-2	-3%	-27%	nt
Cc1cccc(C)c1Nc1nnc(SCc2nc3ccccc3c(=O)[nH]2)s1	-18	-12%	0%	2	3%	0%	-21%
COC(=O)[C@@H]1C[C@@]2(O)[C@H](O)[C@H](O)[C@H](O)C[C@H]2N1CC1CC1	-8	5%	50%[activator]	-3	33%[activator][8.37 µM]	-6%	67%[activator]
CC1CCN(c2ccc(S(=O)(=O)Nc3cc(C(=O)O)cc(C(=O)O)c3)cc2[N+](=O)[O-])CC1	-4	-6%	?	-3	21%	4%	0%
O=C(Nc1nccs1)c1cc(S(=O)(=O)N2CCOCC2)ccc1Cl	-8	-6%	-3%	-2	2%&-12%	11%	6%
COCCN(Cc1cc2ccc(C)c(C)c2nc1Cl)C(=O)N1CCOCC1	-14	-3%	?	3	-25%	-2%	44%[activator]
CCC(C)(C)n1nnnc1C(c1ccc(OC)c(OC)c1)N1CCN(c2ccccc2)CC1 (stereo unspecified)	-12	-14%	?	-3	-8%&-1%	3%	26%
Cc1ccc2c(c1)C1CN(C)CCC1N2S(=O)(=O)c1ccccc1 (stereo unspecified)	-3	-4%	?	-1	-2%	6%	?
CC1(c2ccccc2)CC(C)(C)N(C(=O)C2CCCO2)c2ccccc21 (stereo unspecified)	-9	-13%	nt	4	?	-3%	2.3µM*
O=c1[nH]c2ccccc2c(O)c1-[n+]1ccccc1	43	-6%	3%	-1	13%	-6%	14%
O=C(NCCN1CCN(c2ccccc2F)CC1)C1CC(=O)N(C2CCCC2)C1 (stereo unspecified)	-11	1%	-6%	-3	7%	3%	?
CCCCc1ccc(NC(=S)NCCN2CCOCC2)cc1	-5	-2%	-20%	2	-4%	-2%	-2%
C/C(N)=C(/C#N)C(=O)COC(=O)c1cc(-c2ccc(Br)cc2)nc2ccccc12	6	-1%&-8%	4%	13*	10µM*	2%	?
COCCn1c(SCC(=O)N2CCOCC2)nc2c(c1=O)SCC2	-9	-6%	3%	1	19%	-11%	?
CCOc1ccccc1NC(=O)c1cc(SC)ccc1Cl	-9	-18%	-10%	-2	22µM*	2%	14%
CNC(=O)c1ccc(Nc2nnc(-c3ccc(O)cc3)c3ccccc23)cc1	17	-1%	?	1	-2%	-4%	-14%
O=C(NC(=S)Nc1ccc(S(=O)(=O)Nc2nccs2)cc1)c1ccc(F)cc1	-3	-7%	-3%	-2	-3%	5%	7%
Cc1c(NC(=S)NC(=O)c2ccccc2Cl)c(=O)n(-c2ccccc2)n1C	-5	0%	4%	2	-1%	-7%	-14%
Cc1c(C(=O)N2CCN(C)CC2)oc2ccc(Br)cc12	46*	-4%	79%[activator]	33*	8%	-2%	?
Cc1ccc2sc(C)[n+](CCO)c2c1	-7	-23%	-3%	-5	19%	0%[11.5 µM]	3%
Cc1c(Cl)c(C(=O)N2CCCCCC2)nn1C	19	6%	5%	2	-5%	-1%	10%
Continuation.
SMILES	Shiga toxin inh	Tb PYK inh	Pf growth 48h	CHX counter	HCV inhibitor	LmPK inhibitor	Pf growth 96h
O=C(CCn1c(=O)oc2ccccc21)Nc1ccc(C(=O)O)cc1	-18	-2%	14%	-3	4%	-2%	21%
CCC(=O)Nc1cc(C(=O)O)ccc1S(=O)(=O)c1ccc(C)cc1	-9	2%	-16%	-2	6%	11%	9%
FC(F)Oc1ccc(NC(=S)NN2CCOCC2)cc1	-2	0%	nt	-3	9%	3%	-6%
Nc1nc(SCC(=O)N2CCCCC2)[nH]c(=O)c1NC(=O)c1cccs1	-4	-1%	16%	-3	6%	-6%	10%
O=C(CSc1nc(-c2ccco2)cc(C(F)(F)F)n1)NCCCn1ccnc1	10	0%	1%	9	?	-2%	?
CC(=O)N1CCN(c2ccccc2NC(=O)c2cccc3c(Cl)cccc23)CC1	23	-5%	-8%	35	-18%	7%	-25%
COc1ccc(N2CCN(C(=O)c3ccc(N4CCCCS4(=O)=O)cc3)CC2)cc1	4	-6%	-9%	-3	-20%	5%	108%[activator]
CC1(C)NC(=O)N(CC(O)CN2CCCCC2)C1=O (stereo unspecified)	-4	-5%	8%	-2	12%	-8%	nt
CN(C)C(=O)c1cc(-c2ccccc2)no1	53*	1%	49%[activator]	22*	-5%	-11%	50%[activator]
CCS(=O)(=O)Nc1cccc(C(=C2CCCCC2)c2cnc[nH]2)c1	nt	-7%	12µM*	nt	8%	nt	?
CC(C)Oc1ccc(NC(N)=O)cc1	-12	-7%	nt	8	6%	1%	39%[activator]

Source: PubChem (National Center for Advancing Translational Sciences (NCATS))
